# Assay outcomes: PubChem BioAssay, National Center for Advancing Translational Sciences (NCATS)
# Lipid storage S3: qHTS Assay for Lipid Storage Modulators in Drosophila S3 Cells. Drosophila S3 cells, BODIPY lipid droplet fluorescence, 18-24 h; cells fed with added oleic acid. lipid storage change, negative = inhibition, % at the top dose, mostly 46.1 µM; hits show Potency in µM. 320,000 tested, 0.64% active. AID 2685; active = well fitted inhibition curve with a large enough effect in the signal ratio, with a control signal flat, not every such curve was filed as active; inconclusive = small, poorly fitted or top-dose-only effect, or effect the other way, or a change in a side signal; the % refers to the signal ratio
#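 Drosophila S3 cells got compounds at several concentrations plus oleic acid (400 uM solution). Laser-scanning cytometry with 488 nm excitation read lipid droplets at 500-530 nm and cells at 575-640 nm. Percent activity was relative to 20 uM Triacsin C.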
# Lipid storage S3 cell count max: second read-out of Lipid storage S3, no call of its own (marks repeat the call); cell number change, %; measured here: cell count max response;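 cells counted by Cell Tracker Red CMTPX staining in the red channel; peak over a dose series mostly up to 46.1 µM; percent activity relative to internal control wells on each plate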
# The depositor's hits bear a star; i = inactive; ? = inconclusive; / = no result given. % is scaled to controls: 0 for no effect and ±100 for the full control effect; potency is read from the fitted curve at half-maximal effect. An excerpt (hit frequency here may not be typical).
Lipid storage S3 | Lipid storage S3 cell count max | SMILES
? | / | COC(=O)CNc1nc(-c2ccccc2F)nc2ccccc12
4% | 1 | O=C(O)C1CCCCC1C(=O)NCCCN1CCOCC1 (stereo not given)
? | / | CSc1nc(O)c(/C=C2\C=Nc3ccccc32)[nH]1
? | / | CN(C)CCSc1nnc(-c2ccccc2)o1
11% | 15 | COCc1cc(CN2CCN(CCc3ccccc3)C(CCO)C2)ccc1OC (stereo not given)
? | / | COc1ccc(-c2nc(C#N)c(N3CCN(C(=O)c4ccco4)CC3)o2)cc1OC
? | / | O=C(CSc1ccccn1)Nc1ccc2c(c1)OCCO2
? | / | O=S(=O)(CCSc1ccc(C(F)(F)F)cn1)c1ccccc1

# Overlap with the part before: 7 compounds; new compounds follow.
Lipid storage S3 | Lipid storage S3 cell count max | SMILES
4% | 1 | O=C(O)C1CCCCC1C(=O)NCCCN1CCOCC1 (stereo not given)
? | / | CSc1nc(O)c(/C=C2\C=Nc3ccccc32)[nH]1
? | / | CN(C)CCSc1nnc(-c2ccccc2)o1
11% | 15 | COCc1cc(CN2CCN(CCc3ccccc3)C(CCO)C2)ccc1OC (stereo not given)
? | / | COc1ccc(-c2nc(C#N)c(N3CCN(C(=O)c4ccco4)CC3)o2)cc1OC
? | / | O=C(CSc1ccccn1)Nc1ccc2c(c1)OCCO2
? | / | O=S(=O)(CCSc1ccc(C(F)(F)F)cn1)c1ccccc1
-4% | -13 | CN1CCN(c2ccc(S(=O)(=O)N3CCCCC3)cc2NC(=O)Cc2ccc(Cl)cc2)CC1
? | / | Cc1ccc(C(=O)c2sc3nsc(C)c3c2N)cc1
-5% | -29 | Cc1cccnc1Nc1nc(-c2ccc(O)cc2O)cs1
-11% | -8 | COC(=O)c1sc2nc(SCC(=O)N(C)c3ccccc3)n(N)c(=O)c2c1C
i | 19 | CN(C)c1ccc(-c2c(-c3ccc4c(c3)OCO4)noc2-c2ccsc2)cn1
-4% | 22 | Cc1ccccc1OCC(=O)N/N=C/c1sc(=O)n(Cc2cccc(C(=O)O)c2)c1Cl
0% | -3 | O=C(CSc1nnc(-c2ccncc2)n1Cc1ccco1)Nc1nccs1
? | / | Cc1cc(NC(=O)CSCC(=O)Nc2cccc(S(=O)(=O)N3CCCCCC3)c2)no1

# The final 3 entries of the part above lead into the next.
Lipid storage S3 | Lipid storage S3 cell count max | SMILES
-4% | 22 | Cc1ccccc1OCC(=O)N/N=C/c1sc(=O)n(Cc2cccc(C(=O)O)c2)c1Cl
0% | -3 | O=C(CSc1nnc(-c2ccncc2)n1Cc1ccco1)Nc1nccs1
? | / | Cc1cc(NC(=O)CSCC(=O)Nc2cccc(S(=O)(=O)N3CCCCCC3)c2)no1
i | / | CSc1ccccc1NC(=O)c1cnccn1
? | / | CN(C)S(=O)(=O)c1cccc(C(=O)Nc2ccc(S(=O)(=O)N3CCCC3)cc2)c1
? | / | Cc1ccc(S(=O)(=O)O/N=C2/CCCc3occc32)cc1
6% | -6 | COCCN1C(=O)N[C@@H](CCc2ccccc2)C(C(C)=O)=C1C
? | / | Cc1ccc2nc(NS(C)(=O)=O)sc2c1
? | / | Cc1csc(NC(=O)C2COc3ccccc3O2)n1 (stereo not given)
? | / | CC(C#N)Sc1ccc(S(=O)(=O)N(C)C2CCCCC2)cn1 (stereo not given)
-6% | 0 | CC(=O)Nc1ccc(SCC(=O)Nc2ccccc2-c2ccccc2)cc1
? | / | c1ccc(-c2nnc(C(c3ccccc3)c3ccccc3)o2)cc1
-5% | -15 | O=C(NN1C(=O)C2C3C=CC(C4CC34)C2C1=O)c1ccc(Cl)cc1Cl (stereo not given)
9% | 14 | N#Cc1cc2c(nc1SCc1ccc(Cl)cc1)CCCC2
-10% | -8 | O=C(O)CN1C(=O)/C(=C\c2cc(Br)ccc2OCc2ccc([N+](=O)[O-])cc2)SC1=S
? | / | CC(C)(C)c1ccc(-c2noc(CCC(=O)NCc3ccco3)n2)cc1
? | / | CCN(CC)S(=O)(=O)c1cc(C(=O)O)ccc1OC
-8% | -6 | O=[N+]([O-])c1cc2cccnc2c2ncccc12
4% | 1 | CN1CCN(Cc2nc3c(c(=O)[nH]c(=O)n3C)n2CCc2ccccc2)CC1
? | / | Cn1ccsc1=NC(=O)c1ccc(S(C)(=O)=O)c([N+](=O)[O-])c1
? | / | CC(=O)N1CCN(C(=O)c2ccc(-c3cccc(C(F)(F)F)c3)o2)CC1
? | / | CCCCNC(=O)CSc1nc2cc3c(cc2c(=O)n1Cc1ccco1)OCO3
? | / | Clc1cccc(Cl)c1OCCCCN1CCCCC1
? | / | CCOc1ccccc1-c1cc(C(=O)N/N=C(\C)c2cccnc2)c2ccccc2n1
? | / | O=C(CSc1ccccc1)NCCCN1CCOCC1
? | / | Cc1ccc(C(C)C)c(OCC(=O)N2CCN(c3ncccn3)CC2)c1
? | / | COCCn1c(=O)[nH]c2cc(C(=O)NCc3cccnc3)ccc2c1=O
? | / | Oc1[nH]c2ccccc2c1C1=NCCCCC1
? | / | CCn1cc(S(=O)(=O)CC(=O)Nc2cc(C)on2)c2ccccc21
? | / | O=c1[nH]nc(SCc2cc(Cl)ccc2Cl)c(=O)[nH]1
i | -8 | CC(C)C1Nc2ccc(C(=O)N3CCN(c4ccccn4)CC3)cc2NC1=O (stereo not given)
-2% | 3 | CC(=O)NS(=O)(=O)c1ccc2sc(C)nc2c1
? | / | O=C(N/N=C/c1ccc(Br)cc1)c1cc[n+]([O-])cc1
? | / | c1cc2c(cc1CN1CCOCC1)OCO2
? | / | Cc1ccc(NC(=O)CSC(N)=O)cc1Cl

# Grouped by structure, the compounds so far containing bromine.
Lipid storage S3 | Lipid storage S3 cell count max | SMILES
-10% | -8 | O=C(O)CN1C(=O)/C(=C\c2cc(Br)ccc2OCc2ccc([N+](=O)[O-])cc2)SC1=S
? | / | O=C(N/N=C/c1ccc(Br)cc1)c1cc[n+]([O-])cc1

# (further entries)
Lipid storage S3 | Lipid storage S3 cell count max | SMILES
? | / | CCCCNC(=O)c1ccccc1SCc1c(C)noc1C
? | / | Cc1nc(C)c(C(=O)Nc2ccccc2-c2ccccc2)o1
? | / | CC1CC(C)CN(c2nc(NCc3ccco3)nc(N)c2[N+](=O)[O-])C1 (stereo not given)
3% | 7 | O=C(NC(=S)Nc1ccc(Br)cn1)c1cccnc1
i | / | CCOc1ccc(C(CCc2ccccc2)NC(=O)c2ccccc2)cc1OCC (stereo not given)
? | / | CCCCC(=O)Nc1ccnc(-c2cccnc2)n1
? | / | Cc1ccc(NC(=O)c2ccc(CSc3nnc(-c4ccncc4)n3C)cc2)cc1
? | / | COc1cccc(-n2c(Cc3cc(=O)[nH]c(=O)[nH]3)nnc2SCC(=O)NC2CCCCC2)c1

# Record cards, as listed above. Order of screens: Lipid storage S3, Lipid storage S3 cell count max
# `CCCCNC(=O)c1ccccc1SCc1c(C)noc1C` as listed: ?, /
# `CC1CC(C)CN(c2nc(NCc3ccco3)nc(N)c2[N+](=O)[O-])C1` (stereo not given) as listed: ?, /
# `CCOc1ccc(C(CCc2ccccc2)NC(=O)c2ccccc2)cc1OCC` (stereo not given) as listed: i, /

# (further entries)
Lipid storage S3 | Lipid storage S3 cell count max | SMILES
? | / | COc1ccc(C2c3c(nc[nH]c3=O)Oc3nc[nH]c(=O)c32)cc1
? | / | COc1ccc2c(COC(=O)CC3Sc4ccccc4NC3=O)cc(=O)oc2c1 (stereo not given)
? | / | Cc1cccc(NC(=O)CN(CC2CCCO2)C(=O)c2oc3ccccc3c2C)c1C (stereo not given)
? | / | O=C(CSc1nnc(-c2ccc(Br)o2)n1Cc1ccccc1)c1ccccc1F
7% | 1 | Cc1nc(C(=O)NCCC(C)C)sc1C1(C)CC(c2cccc([N+](=O)[O-])c2)=NO1 (stereo not given)
-1% | / | COC(=O)c1sccc1NC(=O)c1ccc(C)s1
? | / | CC(C)(C)c1cc2cccnc2n1Cc1cccc(Cl)c1
8% | 21 | CCN(CC)C(=O)c1cc2c(=O)c3cc(F)ccc3oc2nc1C
2% | 16 | CCN(CC)C(=O)C1CCCN(C(=O)c2oc3ccc(C)cc3c2C)C1 (stereo not given)
-22% | 33 | CCn1cc(C(=O)NC(=S)Nc2ccccc2Br)cn1
i | 8 | CN(C)S(=O)(=O)n1ccnc1
? | / | O=C(CC1SC(=NCc2ccccc2)NC1=O)Nc1ccccc1 (stereo not given)
-4% | 5 | O=C(O)c1ccc(/C=N/Nc2ccc(S(=O)(=O)N3CCCC3)cc2[N+](=O)[O-])cc1
i | / | CC(C)Cc1nc(S(=O)(=O)c2ccc(Cl)cc2)c(N2CCOCC2)o1
? | / | COc1ccc(C2N(c3ccccn3)C(=O)C3CCCN32)c(OC)c1 (stereo not given)
? | / | CC(C)OCCCNc1ncnc2c1[nH]c1ccc(F)cc12
10% | 20 | CCOC(=O)c1cnc(-c2ccccc2)nc1N1CCOCC1
? | / | CCOc1ccccc1NC(=O)CCN1CCN(S(=O)(=O)c2ccc(OC)cc2)CC1
? | / | CCOC(=O)Cn1nnnc1C(CC)N(Cc1cc2ccc(C)cc2[nH]c1=O)C1CCCC1 (stereo not given)
i | / | COC(=O)C(Cc1cnc(Cl)s1)(C(=O)OC)c1ccc(C(F)(F)F)cc1[N+](=O)[O-]
-8% | -10 | CC1CCN(C(=O)COC(=O)c2ccccc2NC(=O)c2ccco2)CC1
i | / | Cc1cccc(NC(=S)N(C)C2CCCCC2)c1
? | / | Cc1cccc(COCC(Cc2ccccc2)N2CCN(C(=O)c3cc(Cl)cc(Cl)c3)CCC2=O)c1 (stereo not given)
i | / | CCCOc1ccc(-c2nc[nH]c2[N+](=O)[O-])cc1
-6% | 5 | CCC(=O)N1c2ccc(S(=O)(=O)N(CCO)Cc3ccccc3)cc2CC1C (stereo not given)
? | / | O=C(CSC1=Nc2ccccc2C2CC=NN12)Nc1ccc2c(c1)OCO2 (stereo not given)
1% | 3 | CCOc1cccc(C(=O)N/N=C/c2ccoc2)c1
-23% | -27 | CC(C)(C)NC(=O)c1nn2c(C(F)(F)F)cc(-c3ccccc3)nc2c1Br
i | / | COc1cc(-c2cc(-c3nnco3)c3ccccc3n2)cc(OC)c1OC
? | / | CC(C)CC(NC(=O)C(NC(=O)C(Cc1ccc(OCc2ccccc2)cc1)NC(=O)OC(C)(C)C)C(C)C)C(N)=O (stereo not given)
-9% | 8 | CC1(C)C(=O)Nc2ccccc2N1C(=O)COc1ccc(S(=O)(=O)N2CCOCC2)cc1Cl
? | / | O=C(CSc1nc2ccccc2c(=O)n1CC1CCCO1)Nc1ccccc1Cl (stereo not given)
10% | -12 | O=C(CSCc1ccccc1Cl)NNC(=S)Nc1ccccc1
15% | 1 | COc1cccc(OC)c1C(=O)NC(=S)Nc1ccc(S(=O)(=O)Nc2nccs2)cc1
-81% | 5 | COc1ccc(Cl)cc1NC(=O)CN(C)C(=O)c1cc(-c2cccs2)nn1-c1ccccc1
11% | -1 | CN(C(=O)c1ccc(NC(=O)Cc2ccc(NC(=O)C3CCCN(C(=O)C4CC4)C3)cc2)cc1)C1CC1 (stereo not given)
? | / | O=C(O)c1ccc(-n2nncc2-c2ccco2)cc1
15% | 3 | Cc1cc(C)c(C)c(OCCOCCNCc2ccccc2)c1
7% | 4 | COCCOC(=O)c1ccc(NC(=O)COc2ccc([N+](=O)[O-])cc2)cc1
? | / | CC(=O)Nc1sc(C)c(C)c1C(=O)OCC(=O)N(C)c1c(N)n(Cc2ccccc2)c(=O)[nH]c1=O
-2% | -8 | CCOc1ccccc1Nc1nc(-c2sc(C)nc2C)cs1
i | / | CN(C)c1ccc(C(=O)NC2CCCc3ccccc32)cc1 (stereo not given)
4% | -11 | CC(C)c1nnc(NC(=O)C2CCCCC2)s1
? | / | CN(C)S(=O)(=O)c1ccc(C(=O)OCC(=O)c2csc(N3CCCCC3)n2)cc1
? | / | COC(=O)c1ccc2c(=O)n(CCN3CCOCC3)c(SCC(=O)c3ccccc3)nc2c1
10% | -5 | O=C(Nc1nc2c(s1)CCCC2)c1cc(-c2ccncc2)nc2ccccc12
-17% | -10 | Cc1ccc(Oc2coc3cc(OC(=O)c4cccs4)ccc3c2=O)cc1
13% | 4 | Cc1ccccc1NCC(=O)N/N=C\C=C\c1cccc([N+](=O)[O-])c1
10% | -6 | O=C(Cc1ccccc1)NC(NCCc1ccccc1)C(Cl)(Cl)Cl (stereo not given)
? | / | COc1cccc(C(=O)CN2C(=O)C(C)(C)Oc3ccc(C(=O)N4CCCCCC4)cc32)c1
i | / | CCOc1cc(C(=O)CCC(=O)OCC(=O)N2c3ccccc3NC(=O)C2(C)C)ccc1O
i | -5 | CCCC(=O)Nc1nnc(S(=O)(=O)N2CCCC2)s1
-11% | -1 | COc1ccccc1OCCSc1nc2ccccc2n1CCO
i | -21 | Cc1cc(N2CCOCC2)nc2ccc(NC(=O)CCC(=O)N3CCCC(C)C3)cc12 (stereo not given)
? | / | CCc1cccc(CC)c1NC(=O)CN1CCN(c2ccccc2)CC1
6% | 6 | S=c1[nH]nc(-c2ccccc2)n1/N=C/c1c[nH]c2ccccc12

# Later entries.
Lipid storage S3 | Lipid storage S3 cell count max | SMILES
? | / | O=C(CCN1C(=O)c2ccccc2C1=O)Nc1sc2c(c1C(=O)NCC1CCCO1)CCC2 (stereo not given)
? | / | C/C(=N/NC(=O)c1ccn(C)n1)c1ccncc1
? | / | O=c1cc(CN2CCN(c3ccc(O)cc3)CC2)nc2scc(-c3ccccc3)n12
2% | -15 | COc1ccc(-c2nc(=S)[nH][nH]2)cc1
1% | 8 | Cc1cccc(-n2c(SCC(=O)Nc3ncc(Cl)cc3Cl)nc3ccccc32)c1
-11% | -12 | COc1ccc(C2CC(c3ccc(OC)c(OC)c3)=NN2S(C)(=O)=O)cc1 (stereo not given)
